KOR beta-arrestin-1 = kappa opioid receptor activators – cell-based, luminescence, uHTS, primary screen (AID 1777). activation, % at 10 µM, or EC50 in µM where a hit was titrated. KOR beta-arrestin recruitment, luminescence; higher % means a stronger effect. 0.02% of 280,000 active; in the data active = activation above about 50%, passing the limit was not always enough; also: a part of the inactive calls stands beside numbers as strong as those of hits
KOR beta-arrestin-2 = kappa opioid receptor blockers – cell-based, luminescence, uHTS (AID 1778); 0.091% of 290,000 active; KOR beta-arrestin recruitment, luminescence, antagonist mode; higher % means a stronger effect; inhibition, % at 10 µM; hits with a dose series show IC50 in µM; also: strong numbers were not always called active
Yfh1-depleted yeast = enhancers of respiration in Yfh1-depleted yeast, dose response, Friedreich's ataxia, plus single-dose screen (AID 1465) | S. cerevisiae Yfh1-off respiration, WST-1 reduction, 72 h; higher fold induction means a stronger effect | fold induction at 50 µM; hits with a dose series show EC50 in µM | 0.074% of 220,000 active;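 active = fold induction of absorbance versus untreated yeast above a set limit, then at least 30% activation at any dose in follow-up; inconclusive = repeats straddling the limit, or above it without dose testing; inactive = fold induction below the set limit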;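 also: activators that raise dye reduction in frataxin-depleted yeast; strong numbers were not always called active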
ER stress rescue = rescue of cells from ER stress-induced death, primary screen, 384-well, CSM14.1, thapsigargin, ATP luminescence (AID 1222) | cellular ATP content (survival), % at 20 µM, or EC50 in µM where a hit was titrated | CSM14.1 thapsigargin-induced death rescue, ATP luminescence; higher % means a stronger effect | 190,000 tested, under 10 active;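 active = EC50 below 50 µM in the dose-response confirmation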;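 also: death triggered by thapsigargin at about 15 µM added after 2 h compound pretreatment; cell ATP read after overnight thapsigargin exposure of roughly 18 to 22 hours; normalized against plate controls of thapsigargin alone and 5% DMSO vehicle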
NTR1 ag = agonists of NTR1, primary screen, imaging, U2OS cells, beta-arrestin-GFP, high content (AID 493036); activation, % at 20 µM; NTR1-U2OS beta-arrestin-GFP spot imaging, agonist mode; P30989; 0.17% of 330,000 active;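 active = activation at or above 40% of the spot to cytoplasm intensity ratio, with at least 20 cells analyzed; inconclusive = wells under 20 cells, flagged as cytotoxic or low count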;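 also: 0% = DMSO without peptide and 100% = 100 nM NTR1 peptide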
Target sequence (P30989 whole entry, looked up): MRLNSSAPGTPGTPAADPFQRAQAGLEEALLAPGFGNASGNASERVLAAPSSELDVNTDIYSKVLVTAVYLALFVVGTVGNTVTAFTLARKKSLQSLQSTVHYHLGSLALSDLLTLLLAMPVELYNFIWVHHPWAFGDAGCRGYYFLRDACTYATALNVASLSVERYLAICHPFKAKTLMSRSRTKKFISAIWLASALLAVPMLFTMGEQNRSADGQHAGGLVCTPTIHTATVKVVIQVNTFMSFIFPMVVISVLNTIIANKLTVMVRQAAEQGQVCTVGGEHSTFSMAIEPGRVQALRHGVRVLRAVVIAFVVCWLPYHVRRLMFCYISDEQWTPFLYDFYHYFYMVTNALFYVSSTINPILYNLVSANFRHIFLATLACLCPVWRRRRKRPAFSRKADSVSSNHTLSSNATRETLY
TNAP activation fold = human TNAP enzyme activators, primary screen, biochemical, luminescent, no phosphate acceptor, uHTS (AID 1001); purified TNAP, luminescent activation assay, no phosphate acceptor; higher activation fold means a stronger effect; activation fold at 20 µM, or EC50 in µM where a hit was titrated; 0.03% of 200,000 active; in the data active = activation fold from about 3, or a potency from the dose series; inactive = the rest, 99 in 100 with activation fold below about 1.6; also: many of its hits are not listed in these tables
GPR55 activation = selective activators of receptor GPR55 – imaging, U2OS cells, beta-arrestin-GFP redistribution, primary screen (AID 1961); 0.048% of 290,000 active; U2OS GPR55 beta-arrestin-GFP redistribution imaging; higher % means a stronger effect; one-dose activation, % at 10 µM; EC50 in µM for titrated hits;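 active = activation above 40% with more than 50 cells counted in the well; inconclusive = wells holding fewer than 50 cells, flagged as toxic or sparse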;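 also: U2OS osteosarcoma cells stably expressing GPR55 and beta-arrestin-GFP; plate controls were DMSO negative control for no effect and LPI positive control for full effect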
NOD2 inhibition = NOD2 signaling inhibitors, cell-based, luminescence, uHTS, HEK293 (AID 1566) | HEK293 NOD2/NF-kB luciferase reporter, luminescence; higher % means a stronger effect | inhibition, % at 4 µM, or EC50 in µM where a hit was titrated | 0.63% of 290,000 active; also: many of its hits are not listed in these tables
NOD1 NF-kB reporter = inhibition of NOD1-driven NF-kB reporter – cell-based, luminescence, uHTS, primary screen (AID 1578). inhibition, % at 4 µM, or EC50 in µM where a hit was titrated. 1% of 290,000 active. NOD1-driven NF-kB luciferase reporter cells, luminescence; higher % means a stronger effect; in the data active = inhibition mostly above about 36%, no sharp cut-off; inactive = mostly below about 34%;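 also: HEK-293T reporter cells stimulated with the NOD1 agonist gamma-tri-DAP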
NTR1 ag cell count 20 µM = second read-out of NTR1 ag, no call of its own (marks repeat the call); cell count; measured here: cell count, cytotoxicity flag
The depositor's hits bear a star; i = inactive; ? = inconclusive; nt = no result given; [ ] = remark or other dose. Rule as the data show it, unless noted: active = inhibition above about 50%; inactive = the rest. Not all compounds are listed; rates above refer to the full screens.

SMILES	KOR beta-arrestin-1	KOR beta-arrestin-2	Yfh1-depleted yeast	ER stress rescue	NTR1 ag	NTR1 ag cell count 20 µM	TNAP activation fold	GPR55 activation	NOD2 inhibition	NOD1 NF-kB reporter
COc1cc(C(=O)OCCCN=C2NS(=O)(=O)c3ccccc32)cc(OC)c1OC	5.8%	5%	i	-0.5%	0.2	36	1.1	-0.2%	11%	-21%
COc1ccc(Sc2nc(-c3ccccc3)ncc2C(=O)O)cc1	-0.4%	17%	i	-1.8%	-1.1	34	1	0.0%	-13%	-35%
Cc1cc(N2CCN(C)CC2)nc2ccc(NC(=S)NCCC(C)C)cc12	0.4%	0%	nt	nt	0.8	93	nt	-0.1%	-26%	-1%
CC(C)CC(C(=O)NCC1CCCO1)N(C(=O)Cn1nnc(-c2ccc(F)cc2)n1)c1cccc(C(F)(F)F)c1 (stereo not drawn)	11%	15%	i	5.3%	3.4	90	1	0.2%	7%	3%
CCc1nnc(NC(=O)C2CCCN2S(=O)(=O)c2ccc(F)cc2)s1 (stereo not drawn)	-1.1%	19%	i	-2.6%	-1.8	62	1.1	-0.1%	6%	-5%
O=C(c1cc(S(=O)(=O)N2CCCCC2)c(Cl)cc1N1CCOCC1)N1CCOCC1	-2.5%	-3%	i	-0.5%	2.0	37	1.2	-0.2%	-16%	-19%
Cc1nn(Cc2ccccc2Cl)c(C)c1N	1.1%	-11%	nt	2.1%	-1.2	39	1.1	0.5%	18%	6%
CC(C)(C)C1CCC(=NNC(=S)Nc2cccnc2)CC1 (stereo not drawn)	-0.7%	11%	i	0.2%	0.8	54	1.4	0.5%	14%	-17%
COc1ccc(F)cc1S(=O)(=O)Nc1ccncc1	3.6%	-29%[20 µM]	nt	nt	0.2	47	nt	0.2%	3%	-20%
CC(=O)c1c(N(C)C)ccnc1C(F)(F)F	nt	27%	i	-0.8%	0.7	86	1.2	-0.2%	-4%	-4%
COc1ccc2c(c1)CCc1c(C(=O)NCC(C)C)noc1-2	-4.1%	8%	i	-1.6%	2.1	53	1.1	-0.3%	-116%	-45%
Cc1ccc(NS(=O)(=O)c2cc(Br)cnc2N)cc1C	-2.6%	8%	nt	nt	2.0	67	nt	0.3%	17%	-1%
Cc1cc(C)c2c(n1)sc1c(N3CCN(CCO)CC3)ncnc12	0.0%	-24%	i	-0.8%	1.8	52	1.1	-0.1%	-5%	-6%
Cc1ccc(C)c(NC(=O)Cn2cc(C(=O)C3CC3)c3ccccc32)c1	-3.3%	-4%	nt	nt	1.4	53	nt	-0.2%	14%	-12%
CN(C)c1ccc(N2CN=C3SCC(=O)N3C2)cc1	5.8%	-13%	i	-0.1%	0.0	71	1	0.5%	-62%	3%
C/C(=N\Nc1nccnc1Cl)c1ccc(O)cc1	-0.5%	-14%[20 µM]	nt	nt	0.9	54	nt	-0.3%	-6%	-31%
Cc1cc(-c2nc3ncccc3o2)ccc1NC(=S)NC(=O)C(C)C	-7.0%	-6%[20 µM]	i	-0.6%	0.5	80	1	-0.1%	21%	-20%
FC(F)(F)c1ccccc1/C=N/N1CCN(Cc2ccccc2)CC1	0.3%	23%	i	-1.3%	2.1	46	0.7	-0.1%	-24%	-33%
COC(=O)Nc1nc(-c2cc(Cl)ccc2Cl)cs1	0.2%	14%	i	-1.6%	0.2	59	1.1	0.2%	3%	-12%
CCOc1ccc(NC(=O)C2CC(=O)NC(N3CCc4ccccc43)=N2)cc1 (stereo not drawn)	1.8%	26%	i	2.6%	-0.2	103	1.1	-0.2%	16%	-7%
Cc1ccc(C(c2nnnn2CCc2ccccc2)N2CCC(C)CC2)cc1 (stereo not drawn)	-5.4%	14%	i	2.7%	2.3	60	1.1	0.0%	-5%	24%
N#Cc1ccc(C(=O)Nc2ccc([N+](=O)[O-])cc2)c(F)c1	-1.0%	11%[20 µM]	i	-0.7%	0.2	76	1.1	-0.1%	-16%	-20%
CCN1C(=O)N(c2cccc3ccccc23)C(C)=CC1(C)C	0.5%	-20%	i	2.4%	-0.6	69	1.1	0.2%	11%	2%
Cc1ccc(NC(=O)CSc2nncn2N)cc1C	-2.4%	-12%[20 µM]	nt	nt	-0.2	65	nt	0.0%	12%	-7%
CCOCC(=O)Nc1nnc(Cc2ccc(OC)cc2)s1	-0.3%	12%	i	-2.6%	0.8	50	1.1	-0.4%	1%	-30%
CCCCC(=O)Nc1cc(C)c(NC(=O)c2ccco2)cn1	-1.6%	-6%	nt	nt	-0.2	52	nt	-0.2%	-4%	-23%
CCCCCCC(=O)N1C/C=C\C(c2ccc(OC)cc2)N(Cc2ccc(F)cc2)C(=O)[C@H]1Cc1ccccc1 (stereo partly drawn)	2.7%	9%	i	nt	3.7	40	nt	8.4%	6%	4%
O=C(O)CNC(=O)c1nc(-c2ccccc2)n(-c2ccccc2)n1	2.4%	-12%	i	-1.6%	-1.1	64	1.1	-0.3%	5%	1%
Cc1ccnc(NC(=O)c2ccccc2NC(=O)c2ccc(Cl)cc2Cl)c1	4.7%	-129%	nt	nt	2.7	59	nt	-0.3%	-27%	11%
C/C(=C\CCC1(C)C2CC3C(C2)C31C)C(=O)O (stereo not drawn)	-0.9%	-8%	i	nt	1.0	99	nt	0.0%	1%	5%
C/C(=N\NS(=O)(=O)c1ccc(Cl)c([N+](=O)[O-])c1)c1cc2ccccc2o1	-4.8%	-38%	i	2.7%	1.1	81	1	0.6%	10%	8%
CCOC(=O)C(Cc1ccccc1)C(=O)Nc1ccccc1C (stereo not drawn)	9.7%	-29%	i	-0.8%	-0.1	63	1.1	-0.1%	13%	3%
CCC(=O)Nc1ccc(Nc2ccccc2)cc1	-1.0%	20%	i	-0.4%	-0.8	83	1	-0.3%	-4%	-26%
Cc1c(CN(C)C(=O)c2ccc(Br)o2)cnn1C	15%	-33%	i	-3.6%	6.6	91	1.1	0.4%	4%	-24%
CCCCn1nc(C(=O)Nc2ccc(S(=O)(=O)Nc3ncccn3)cc2)c2ccccc2c1=O	4.8%	-30%	i	nt	1.9	42	1.1	-0.1%	10%	-36%
O=C(NCCc1cn[nH]c1)C1CCC(=O)N(CCc2cccc(F)c2)C1 (stereo not drawn)	0.7%	-43%	nt	nt	2.9	56	nt	-0.1%	-6%	-7%
C[n+]1cn(Cc2ccc(C#N)cc2)c2ccccc21	-5.2%	-9%	nt	nt	1.5	88	nt	-0.3%	12%	-2%
O=C(NC1CCCCC1)C1CCN(c2nccs2)CC1	-0.9%	-2%	i	1.7%	1.1	47	1.1	-0.2%	1%	-6%
COc1cccc(OC)c1C(=O)Nc1ccccc1NC(=O)c1c(OC)cccc1OC	2.4%	0%	nt	nt	0.6	57	nt	-0.1%	-5%	-12%
C1=CCC(CN2CCN(C3CCCCCC3)CC2)CC1 (stereo not drawn)	-2.6%	9%	i	-0.7%	-0.4	73	1.1	1.1%	-13%	-3%
COC(=O)c1ccc(-n2nnnc2SCC(=O)Nc2ccccc2OC)cc1	-3.9%	-9%	i	-1.4%	2.3	49	0.9	0.4%	16%	18%
Cc1cc(C)n(-c2cc(N3CCN(S(=O)(=O)c4ccc5ccccc5c4)CC3)ccc2[N+](=O)[O-])n1	6.4%	-2%	i	0.0%	0.1	59	1.1	-0.1%	21%	27%
COc1ccc(Cl)cc1NC(=O)c1cnccn1	-5.3%	-5%	nt	nt	2.8	56	nt	0.3%	12%	-16%
COc1ccc(CCN(C)C(=O)C2CCCN(C3CCN(Cc4ccccc4)CC3)C2)cc1OC (stereo not drawn)	-1.1%	-14%	nt	nt	0.0	57	nt	-0.1%	9%	-6%
Cc1ccc(SCC(=O)OCC(=O)NC(C)c2ccc(Br)cc2)cc1 (stereo not drawn)	-1.6%	22%	nt	nt	-0.3	68	nt	-0.1%	-16%	-9%
Cc1nn(CC(=O)O)c(C)c1C	-10%	-37%	i	1.7%	1.7	82	1.1	0.2%	3%	9%
CCOC(=O)N/N=C/c1ccc(C)o1	-0.1%	-19%	i	-0.7%	-1.7	73	1.1	-0.1%	-9%	nt
CC(C)c1ccc(S(=O)(=O)/N=C2/C=CC(=O)c3ccccc32)cc1	-7.3%	-21%	?	-8.5%	6.5	31	0.9	0.4%	23%	23%
N=c1oc2cc(O)ccc2cc1C(=O)Nc1ccc(Cl)cc1	7.1%	-50%	nt	nt	20	75	nt	-0.1%	-47%	-2%

Structures listed so far containing an aryl methoxy group (10):
SMILES	KOR beta-arrestin-1	KOR beta-arrestin-2	Yfh1-depleted yeast	ER stress rescue	NTR1 ag	NTR1 ag cell count 20 µM	TNAP activation fold	GPR55 activation	NOD2 inhibition	NOD1 NF-kB reporter
COc1cc(C(=O)OCCCN=C2NS(=O)(=O)c3ccccc32)cc(OC)c1OC	5.8%	5%	i	-0.5%	0.2	36	1.1	-0.2%	11%	-21%
COc1ccc(Sc2nc(-c3ccccc3)ncc2C(=O)O)cc1	-0.4%	17%	i	-1.8%	-1.1	34	1	0.0%	-13%	-35%
COc1ccc(F)cc1S(=O)(=O)Nc1ccncc1	3.6%	-29%[20 µM]	nt	nt	0.2	47	nt	0.2%	3%	-20%
COc1ccc2c(c1)CCc1c(C(=O)NCC(C)C)noc1-2	-4.1%	8%	i	-1.6%	2.1	53	1.1	-0.3%	-116%	-45%
CCOCC(=O)Nc1nnc(Cc2ccc(OC)cc2)s1	-0.3%	12%	i	-2.6%	0.8	50	1.1	-0.4%	1%	-30%
CCCCCCC(=O)N1C/C=C\C(c2ccc(OC)cc2)N(Cc2ccc(F)cc2)C(=O)[C@H]1Cc1ccccc1 (stereo partly drawn)	2.7%	9%	i	nt	3.7	40	nt	8.4%	6%	4%
COc1cccc(OC)c1C(=O)Nc1ccccc1NC(=O)c1c(OC)cccc1OC	2.4%	0%	nt	nt	0.6	57	nt	-0.1%	-5%	-12%
COC(=O)c1ccc(-n2nnnc2SCC(=O)Nc2ccccc2OC)cc1	-3.9%	-9%	i	-1.4%	2.3	49	0.9	0.4%	16%	18%
COc1ccc(Cl)cc1NC(=O)c1cnccn1	-5.3%	-5%	nt	nt	2.8	56	nt	0.3%	12%	-16%
COc1ccc(CCN(C)C(=O)C2CCCN(C3CCN(Cc4ccccc4)CC3)C2)cc1OC (stereo not drawn)	-1.1%	-14%	nt	nt	0.0	57	nt	-0.1%	9%	-6%
